Bioassay records as filed in PubChem BioAssay.
hERG WT inh: qHTS for Inhibitors of KCHN2 3.1: Wildtype qHTS; AID 720551, 2013; U2OS, BacMam KCNH2, thallium flux FluxOr; hits give low values; activity change, % at 1.84 µM; actives 0.37% (n = 340,000);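 active = maximum activity change below -70%; inconclusive = maximum activity change between -70% and -50%; inactive = maximum activity change above -50%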; also: % is scaled to controls: 0 for no effect and ±100 for the full control effect
Target sequence (Q12809 whole entry, looked up): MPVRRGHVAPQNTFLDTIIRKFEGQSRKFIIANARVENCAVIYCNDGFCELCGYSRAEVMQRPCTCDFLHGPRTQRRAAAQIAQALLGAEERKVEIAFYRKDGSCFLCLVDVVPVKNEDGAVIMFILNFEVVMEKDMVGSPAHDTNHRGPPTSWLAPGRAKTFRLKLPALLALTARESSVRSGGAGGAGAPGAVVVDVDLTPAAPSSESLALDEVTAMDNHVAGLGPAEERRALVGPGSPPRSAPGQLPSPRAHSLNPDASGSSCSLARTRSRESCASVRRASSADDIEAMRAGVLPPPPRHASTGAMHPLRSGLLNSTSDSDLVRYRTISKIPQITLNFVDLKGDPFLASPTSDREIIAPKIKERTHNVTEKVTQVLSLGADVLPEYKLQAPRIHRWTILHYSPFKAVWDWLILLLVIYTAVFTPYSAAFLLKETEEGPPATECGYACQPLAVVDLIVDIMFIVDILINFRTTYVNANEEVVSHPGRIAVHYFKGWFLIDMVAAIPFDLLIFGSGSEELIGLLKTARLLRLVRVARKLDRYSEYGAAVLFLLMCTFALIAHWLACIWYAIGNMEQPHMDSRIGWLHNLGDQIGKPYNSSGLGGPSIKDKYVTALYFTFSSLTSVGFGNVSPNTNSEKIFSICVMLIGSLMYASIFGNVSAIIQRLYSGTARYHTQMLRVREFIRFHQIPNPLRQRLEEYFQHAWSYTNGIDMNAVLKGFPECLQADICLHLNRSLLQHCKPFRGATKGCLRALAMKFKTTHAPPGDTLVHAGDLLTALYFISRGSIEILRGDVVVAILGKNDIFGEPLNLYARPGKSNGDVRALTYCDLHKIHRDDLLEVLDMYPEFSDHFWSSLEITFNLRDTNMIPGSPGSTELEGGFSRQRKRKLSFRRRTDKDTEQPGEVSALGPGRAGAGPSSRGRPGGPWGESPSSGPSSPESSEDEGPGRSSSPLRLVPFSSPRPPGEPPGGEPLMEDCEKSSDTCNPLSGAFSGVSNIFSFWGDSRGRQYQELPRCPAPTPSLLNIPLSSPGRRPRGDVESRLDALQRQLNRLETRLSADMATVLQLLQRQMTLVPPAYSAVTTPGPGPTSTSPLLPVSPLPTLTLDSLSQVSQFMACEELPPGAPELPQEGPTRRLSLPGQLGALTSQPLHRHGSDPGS
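U2OS cells transduced with wild-type KCNH2 virus are loaded with FluxOr dye for 45 min, and thallium flux is measured in kinetic reads before and after stimulation buffer. Rate constants are normalized to DMSO controls.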
KCNH2 3.1 block: qHTS for Inhibitors of KCHN2 3.1: Mutant qHTS; U2OS KCNH2 3.1, thallium flux FluxOr; hits give low values; activity change, % (tested at about 1.8 µM); actives 0.95% (n = 340,000); AID 720553, 2013;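 active = maximum activity change below -70%; inconclusive = maximum activity change from -70% to -50%; inactive = maximum activity change above -50%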;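 also: thallium influx rate constant from kinetic fluorescence after stimulation buffer; % is scaled to controls: 0 for no effect and ±100 for the full control effect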
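Channel expression came from 3.1 mutant virus (1.77 x 10^8 /mL) applied to suspended U2OS cells for 4 h. Flux was tracked with FluxOr dye plus Red40 quencher, and kinetic rate constants normalized to controls.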
TCR activator: Activators of T cell receptors: qHTS campaign; primary human leukocytes, anti-CD3, IL-2 HTRF, 48 h; Potency, µM (top dose mostly 9.22 µM), for the others: top-dose activation of IL-2 secretion, hits mostly activators; 330,000 tested, under 10 active; AID 504894, 2011; active = well fitted activation curve with a large enough effect; inconclusive = small, poorly fitted or top-dose-only effect, or another doubt; inactive = no such curve, though single readings can be large or run the other way; also: % of control where 0% means no effect
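Primary human leukocytes receive a-CD3 beads and test compound and are incubated 48 hr. Secreted IL-2 is then assayed by HTRF, measuring 665nm acceptor emission after 320nm excitation of the europium donor.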
* = called active by the depositor; ? = inconclusive. A portion of the library; rates above refer to the full screens.

The line under a structure holds: hERG WT inh	KCNH2 3.1 block	TCR activator
O=C(/C=C/c1cccc([N+](=O)[O-])c1)c1ccc([N+](=O)[O-])o1
→ 6	-6	1%
CN(C(=O)c1ccc(NC(=O)Cc2cccc(NC(=O)C3CCCN(C(=O)C4CCCC4)C3)c2)cc1)C1CC1 (stereo not given)
→ -16	-9	-3%
Cn1c(N)c(N=Cc2ccccc2)c(=O)n(C)c1=O
→ 2	-7	8%
CSc1cc(-c2ccco2)oc1C(=O)c1ccco1
→ -7	-2	2%
CCOc1ccc(OCCC(=O)OCC(=O)N(CC)c2c(N)n(Cc3ccccc3)c(=O)[nH]c2=O)cc1
→ -7	-1	-9%
COc1ccc(CCC(=O)NCc2cn3ccsc3n2)cc1
→ -6	21	2%
CC(C)(C)c1nnc(NS(=O)(=O)c2ccc(F)cc2)s1
→ 5	1	-1%
COCCn1c(-c2ccc(C)cc2)nc2c(c(=O)c3ccccc3n2C)c1=O
→ -8	-18	-1%
CCN(C(=O)CSc1nc2ccccc2n1CC(C)C)c1c(N)n(Cc2ccccc2)c(=O)[nH]c1=O
→ -8	-5	4%
CCCCN1CC[C@H]2C=CC[C@@H](C(=O)Nc3ccccc3)[C@H]2C1=O
→ -2	-7	-4%
Nc1ccc(Oc2ccccc2-c2ccccc2)cc1
→ -1	-23	0%
Cc1cc(O)ccc1NC(=O)Cc1cccc2ccccc12
→ 9	-3	5%
CCCC[C@@H]1C[C@H]1[C@@H](NC(=O)c1ccco1)c1ccccc1C(F)(F)F
→ -1	5	-2%
O=c1cc(C(O)C[N+](=O)[O-])occ1OCc1ccccc1 (stereo not given)
→ 1	15	-11%
COc1ccc2c(c1)OC[C@H]1[C@H]2N2C(=O)CN(Cc3ccccc3)C(=O)[C@@]2(C)[C@H]1c1ccccc1
→ 0	-12	-2%
CC(=O)NCCNC(=O)c1cc(-c2cccc3ccccc23)nc2ccccc12
→ 0	-3	-4%
Nc1c(Br)cc2c(c1Br)C(O)c1ccccc1-2 (stereo not given)
→ 20	-1	11%
COc1ccc2nc(-c3ccccc3)nc(SC)c2c1
→ 18	6	-4%
CC(C)(C)OC(=O)N1CCC(C(=O)Nc2ccc(C(=O)NCc3ccccc3)cc2)CC1
→ -3	-8	-2%
CN(C)CCCN1c2ccccc2Sc2ccc3ccccc3c21
→ 33	?	3%
Cc1c(NS(=O)(=O)c2cccc(C(=O)NCc3ccco3)c2)c(=O)n(-c2ccccc2)n1C
→ 1	10	1%
CC(C)(C)CC(C)(C)n1nnnc1N
→ -4	6	3%
COc1ccc(C)c2sc(N(CCCN(C)C)C(=O)c3ccc(S(=O)(=O)N4CCc5ccccc5C4)cc3)nc12
→ 39	-3	2%
COc1cccc(/C=N/Nc2ccc(S(=O)(=O)Nc3ccccc3C(=O)O)cc2[N+](=O)[O-])c1O
→ -4	12	-3%
Cc1cc(-c2ccccc2)nc2c(Br)c(C(=O)O)nn12
→ -5	-82*	0%
CC(OC(=O)C1=Cc2ccccc2OC1)C(=O)NCC1CCCO1 (stereo not given)
→ 3	0	-2%
CCOC(=O)CC1=NN(c2ccccc2)C(=O)C1=c1sc(=C2SC(C)=C(C)N2CC)c(=O)n1CC
→ -2	1	-2%
Cc1csc(NC(=O)Cc2ccc(Cl)cc2)n1
→ -5	17	-1%
Cc1ccc(S(=O)(=O)Nc2ccccc2N=Cc2ccc([N+](=O)[O-])cc2[N+](=O)[O-])cc1
→ 6	9	0%
Cc1cc(C)c2c(n1)nn1c(N3CCN(c4ccccc4C)CC3)cc(C)nc21
→ 1	6	4%
CN(C)c1ccc(Cc2ccc(N(C)C)cc2)cc1
→ -7	-4	4%
C=CCN1C=CC(=O)[C@@H](OC(=O)Nc2ccc(Br)cc2)[C@H]1c1ccccc1Br
→ -5	8	-1%
CC(=O)C1CCC2C3CC(O)C4=CC(=O)CCC4(C)C3C(=O)CC12C (stereo not given)
→ 8	-6	-9%
CC(=O)C1CCC2C3CCC4=CC(=O)C=CC4(C)C3CCC12C (stereo not given)
→ -4	-11	-3%
COC(=O)c1ccc(N2CCN(CC(=O)c3ccc(C)cc3)CC2)c([N+](=O)[O-])c1
→ 2	0	7%
O=C(Nc1ccn(CCCNCc2ccc3[nH]ccc3c2)c(=O)n1)OCc1ccccc1
→ 15	-9	4%
Cn1c(SCc2ccccc2)nccc1=O
→ -1	-5	-3%
Cc1cc(C)cc(SCc2noc(C(=O)NCCC(C)C)c2C(=O)NCCC(C)C)c1
→ -26	23	-1%
O=C(/C=C/c1ccc(Cl)c(Cl)c1)Nc1cccnc1
→ -4	-2	9%
O=C(c1c(F)c(F)c(F)c(F)c1F)N1CCc2ccccc21
→ -11	18	-3%
O=C1NC[C@H](Cc2ccccc2)N(CC2CCN(CCCCc3ccccc3)CC2)C1=O
→ 12	-10	-3%
CC(C)(C)OC(=O)N1CCC2(CC1)Oc1ccc(Cl)cc1C(=O)C21CC(c2ccc(Cl)cc2)=NO1 (stereo not given)
→ -1	-11	-13%
Cc1nc(C(=O)Nc2cc(F)cc(Cl)c2)sc1C1(C)CC(c2ccccc2)=NO1 (stereo not given)
→ -16	-13	1%
CCCN1CCC(=O)NC1=S
→ -1	7	1%
Cc1c(NC(=O)C(C)OC(=O)c2c3c(nc4ccccc24)CCC(C)C3)c(=O)n(-c2ccccc2)n1C (stereo not given)
→ -9	9	5%
COc1ccccc1-n1c(=O)c2c3c(sc2n2c(SC)nnc12)CCC3
→ 2	-6	-1%
O=C1NC[C@H](Cc2ccccc2)N(C[C@H]2CCCN2C[C@H](Cc2ccccc2)N2C[C@H](Cc3ccccc3)N(CC3CCCCCC3)C(=O)C2=O)C1=O
→ -15	-7	-7%
CCCCCCCCNS(=O)(=O)CCNCc1ccco1
→ 3	11	3%
CCN(C(=O)COC(=O)Cn1c(=O)oc2ccccc21)c1c(N)n(Cc2ccccc2)c(=O)[nH]c1=O
→ -1	11	-6%
CCOC(=O)C[C@H]1c2cc(F)ccc2S(=O)(=O)N1Cc1ccc(OC)cc1
→ -3	6	-5%
CC12CCC(C(N)C1=O)C2(C)C (stereo not given)
→ -28	-14	-3%
Clc1ccccc1C=NNc1ccccn1
→ -10	-22	-4%
C1=C(c2ccccc2)Nc2ncnn2C1c1ccccc1 (stereo not given)
→ 0	8	-8%
O=[N+]([O-])c1ccc(Sc2ccc(F)cc2)nc1
→ -3	-1	-14%
Cc1cc(NS(=O)(=O)c2ccc(Br)s2)no1
→ -12	-3	-2%
C=CCN(CC=C)Cc1c(O)ccc2c1oc(=O)c1ccccc12
→ -2	-2	-7%
CCCCCCCCN1[C@@H](CC(=O)OCC)c2cc(C(F)(F)F)ccc2S1(=O)=O
→ 16	-13	-7%
CCCCn1c(SCC(=O)Nc2sc3c(c2C(N)=O)CCC3)nnc1-c1ccccc1
→ 13	-4	2%
CC1(N=Cc2cc(Cl)ccc2O)COP(=O)(Nc2ccccc2)OC1 (stereo not given)
→ 10	1	0%
CC12CCC3c4ccc(OCC(=O)O)cc4CCC3C1CCC2=O (stereo not given)
→ -7	-7	0%

Next part.
molecule,hERG WT inh,KCNH2 3.1 block,TCR activator
N#Cc1c2c(c(Nc3ccc(F)cc3)n3c1nc1ccccc13)CCCC2,2,-2,-1%
Cc1cc(=O)n(C(C)c2ccccc2)n1C(C)c1ccccc1 (stereo not given),-21,3,0%
CC(OC(=O)C1CCN(S(=O)(=O)c2ccc(C(C)(C)C)cc2)CC1)C(=O)N(C)C1CCCCC1 (stereo not given),0,-3,4%
O=C(Cc1cccc(NC(=O)C2CCN(C(=O)C3CCC3)CC2)c1)Nc1cccc(C(=O)N2CCOCC2)c1,-11,1,2%
COc1ccc2c(CC(=O)OCC(=O)N(C)c3c(N)n(Cc4ccccc4)c(=O)[nH]c3=O)coc2c1,11,2,0%
COc1cc(OC)c(N(C)S(=O)(=O)c2cccc(C(=O)OCC(=O)N(C)C3CCCCC3)c2)cc1Cl,3,0,-1%
CCNc1ccc(Br)cc(C(=O)/C=C/c2ccccc2Cl)c1=O,-1,-3,1%
CC(C)C[C@@H](CN)NC(=O)c1nc[nH]c1C(=O)N[C@@H](CC(=O)O)C(=O)CNC[C@H](C)NC(=O)c1nc[nH]c1C(=O)N[C@@H](CC(=O)O)C(=O)O,-31,-1,2%
COc1cccc2c1CCC1=CC(=O)CCC12C (stereo not given),4,-4,-13%
CCN1C[C@@H]2[C@@H]3C(=O)N(C)C(=O)[C@@H]3[C@](Cc3ccccc3)(C1=O)N2C(=O)c1ccccc1,4,0,-2%
COC(=O)CCc1c[nH]c2ccc([N+](=O)[O-])cc12,-5,41,9%
O=C1[C@H](Cc2ccccc2)NCC=CC[C@@H](c2ccc(Cl)cc2)N1Cc1ccccc1,0,-33,5%
COc1cccc(NC(=O)c2ccc(N3C(=O)C4CC=CCC4C3=O)cc2)c1 (stereo not given),-13,-5,4%
CCCCCC1C(=O)N2C=C(c3ccccc3)c3ccccc3N2C1=O (stereo not given),2,-8,-3%
COc1ccccc1C(=O)Nc1ccc(S(=O)(=O)N2CCN(C)CC2)cc1,0,-17,-4%
CSCCC(NC(=O)c1cc(S(=O)(=O)N2CCOCC2)ccc1C)c1nc2ccccc2[nH]1 (stereo not given),4,7,-7%
O=C(NC(=S)Nc1ccc(O)cc1)c1cncc(Br)c1,3,-5,-2%
CC(=O)Nc1c(Cl)c2c(c(Cl)c1Br)-c1ccc(Cl)cc1C2,-15,-4,-6%
CC(=O)Nc1ccc(S(=O)(=O)NCC2CC3CCC2C3)cc1 (stereo not given),-2,-3,-5%
Cc1nc2nc(-c3ccccc3)nn2c(C)c1C,3,7,9%
CC(C)C[C@@H](CN)NC(=O)c1nc[nH]c1C(=O)N[C@@H](C)C(=O)CNC[C@H](CC(C)C)NC(=O)c1nc[nH]c1C(=O)N[C@@H](CC(=O)O)C(=O)O,2,14,1%
COC(=O)c1c(C)cc(O)c(C)c1O,-4,20,0%
Cc1cc(C)nc(SCC(=O)Nc2ccc(S(=O)(=O)Nc3cc(C)on3)cc2)n1,-8,8,-2%
Cc1ccc(-c2cc(=O)[nH]c(NCc3ccccc3)n2)cc1,-4,-1,0%
CC(C)=CCOc1ccc([C@@H]2COc3c(ccc4c3C=CC(C)(C)O4)C2)c(O)c1,5,15,5%
Cc1cc(C)cc(NS(=O)(=O)c2ccc(NC(=O)c3ccccc3C(=O)O)cc2)c1,1,-8,3%
CC(=O)CC(=O)NC1CCc2ccccc21 (stereo not given),1,-2,-3%
CS(=O)(=O)N(CC(=O)N1CCN(c2ccccc2)CC1)c1ccccc1Cl,6,6,0%
Cc1ccc(CN2CC(C(=O)NCCCn3nc(C)cc3C)CC2=O)cc1 (stereo not given),-2,1,-5%
CCOC(=O)/C=C/c1ccc2c(c1)S(=O)(=O)N(c1cccc(OC)c1)[C@H]2CC(=O)OCC,-6,-18,-2%

Quoted from above, two compounds:
molecule,hERG WT inh,KCNH2 3.1 block,TCR activator
Cc1ccc(CN2CC(C(=O)NCCCn3nc(C)cc3C)CC2=O)cc1 (stereo not given),-2,1,-5%
CCOC(=O)/C=C/c1ccc2c(c1)S(=O)(=O)N(c1cccc(OC)c1)[C@H]2CC(=O)OCC,-6,-18,-2%

More structures
molecule,hERG WT inh,KCNH2 3.1 block,TCR activator
COc1ccc(O)c(C(=O)CC(=O)c2ccncc2)c1,0,2,8%
CN(C)S(=O)(=O)c1ccc(C(=O)N2CCN(S(=O)(=O)c3ccc4c(c3)OCCO4)CC2)cc1,1,2,0%
Cc1ccc(-n2nnnc2Sc2nc([N+](=O)[O-])nn2C)c(C)c1,-7,-8,0%
CCOC(=O)C1=C(COC(=O)c2cc(S(=O)(=O)N3CCOCC3)ccc2F)NC(=O)NC1C (stereo not given),-6,-1,0%
CCn1nnc(-c2ccccc2NC(=O)c2cnccn2)n1,5,0,2%
O=S(=O)(c1cccc2ccccc12)N1CCC2CC1c1cc(-c3ccc(F)cc3)ccc12 (stereo not given),4,-30,-2%
Cc1nc2ccc(C(=O)Nc3ccc(N(C)C)cc3)cc2s1,-4,-3,1%
Cc1nc2ccccc2c2c(N)cccc12,-5,6,-3%
O=C(CN(Cc1ccco1)C(=O)CNS(=O)(=O)c1ccc(Cl)cc1)NCc1ccc(F)cc1,-17,-23,-3%
COc1ccccc1CNS(=O)(=O)CCNC1CCCCC1,-12,6,-3%
OCc1ccc(N=Nc2ccccc2)cc1,-21,-25,-1%

Compound profiles, as listed above. Values in the order: hERG WT inh, KCNH2 3.1 block, TCR activator
Entry for CCOC(=O)C1=C(COC(=O)c2cc(S(=O)(=O)N3CCOCC3)ccc2F)NC(=O)NC1C (stereo not given) = -6, -1, 0%
Entry for COc1ccc(O)c(C(=O)CC(=O)c2ccncc2)c1 = 0, 2, 8%
Entry for Cc1nc2ccc(C(=O)Nc3ccc(N(C)C)cc3)cc2s1 = -4, -3, 1%
